CDK5 inh = inhibitors of human CDK5/p35 kinase; 0.01% of 330,000 active; inhibition, % at 10 µM; Recombinant CDK5/p35, ADP-Glo luminescence, 60 min; Q00535+Q15078;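 active means highest replicate inhibition of at least 50% and at least 75% of replicates reaching 50%; inconclusive means only one of the two criteria met; inactive means both criteria failed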;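 further: plate controls were DMSO neutral control for no effect and GW8510 at 10 µM for full effect; many of its hits are not listed in these tables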
Target sequence (Q00535 whole entry, looked up): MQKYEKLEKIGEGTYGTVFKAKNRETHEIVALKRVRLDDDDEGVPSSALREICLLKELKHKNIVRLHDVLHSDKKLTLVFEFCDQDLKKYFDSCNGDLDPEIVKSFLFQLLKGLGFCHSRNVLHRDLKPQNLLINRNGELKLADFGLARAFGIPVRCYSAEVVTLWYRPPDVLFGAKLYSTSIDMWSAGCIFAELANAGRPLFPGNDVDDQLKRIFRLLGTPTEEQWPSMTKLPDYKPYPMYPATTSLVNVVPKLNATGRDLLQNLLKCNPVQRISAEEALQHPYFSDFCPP
Target sequence (Q15078 whole entry, looked up): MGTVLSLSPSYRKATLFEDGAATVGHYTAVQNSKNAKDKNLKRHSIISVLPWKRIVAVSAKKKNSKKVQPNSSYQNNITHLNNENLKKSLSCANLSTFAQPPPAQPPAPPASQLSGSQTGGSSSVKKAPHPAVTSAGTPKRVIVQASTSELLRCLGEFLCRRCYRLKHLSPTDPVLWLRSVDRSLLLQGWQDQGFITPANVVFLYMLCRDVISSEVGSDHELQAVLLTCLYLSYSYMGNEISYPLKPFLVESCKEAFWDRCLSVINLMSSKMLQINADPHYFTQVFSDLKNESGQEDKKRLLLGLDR
Tat transport = E. coli Tat transport inhibition; E. coli MC4100 TorA-mCherry Tat export, fluorescence; inhibition, % at 10 µM; 0.036% of 340,000 active; AID 488895;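 active means mean replicate inhibition at least 50% and at least half of replicates individually reaching 50%; inconclusive means only one of the two criteria met; inactive means neither criterion met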;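 further: exported cargo escapes ClpAP degradation while cytoplasmic cargo is degraded and loses fluorescence; 0% = median of neutral control wells and 100% = median of NaSCN control wells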
CAL PDZ FP-1 = CAL PDZ (human) peptide binding inhibition | AID 602252 | 0.92% of 300,000 active | Q9HD26 | purified CAL PDZ, TMR-peptide fluorescence polarization, 1 h | inhibition, % at 24.9 µM;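 active means mean inhibition of at least 30% with at least half of replicates also reaching 30%; inconclusive means no clear call, values can overlap the other calls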;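 further: 0% = DMSO neutral control and 100% = excess unlabeled competitor peptide PRC23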
dFosB act = activators of mouse delta FosB homodimer. P13346. purified delta FosB, TAMRA-CDK5 oligo fluorescence polarization; percent of positive-control signal above neutral wells. activation, % at 25 µM. 0.99% of 340,000 active. AID 493131;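 active means mean activation above about 17%, with every replicate also reaching it, limit read from the data, passing the limit was not always enough; inconclusive means only one of the two conditions met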;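 further: fluorescence polarization rise as delta FosB binds a TAMRA Cdk5 AP-1 oligo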
Target sequence (P13346 whole entry, looked up): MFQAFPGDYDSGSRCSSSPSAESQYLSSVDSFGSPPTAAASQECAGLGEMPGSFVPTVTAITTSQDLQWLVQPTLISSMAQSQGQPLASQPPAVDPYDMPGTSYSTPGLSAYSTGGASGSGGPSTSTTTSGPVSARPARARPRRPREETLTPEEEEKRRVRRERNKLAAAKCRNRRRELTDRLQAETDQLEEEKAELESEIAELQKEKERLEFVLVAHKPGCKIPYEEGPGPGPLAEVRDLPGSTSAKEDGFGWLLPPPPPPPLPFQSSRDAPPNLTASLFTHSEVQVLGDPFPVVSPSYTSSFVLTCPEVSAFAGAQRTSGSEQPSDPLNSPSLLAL
Rtt109 Vps75 = blocks Candida albicans Rtt109/Vps75 acetyltransferase activity; Q5AAJ8; purified Rtt109/Vps75, ThioGlo CoA-SH fluorescence, 4 h; inhibition, % at 34.9 µM; 0.16% of 330,000 active;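 active means inhibition of at least 50% in every replicate; inconclusive means best replicate reaches 50% inhibition but some replicates fall short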
V-ATPase pH = regulators of yeast V-ATPase proton transport; S. cerevisiae, pHLuorin cytosolic pH fluorescence; response, % at 10 µM; 0.37% of 350,000 active; AID 504577; in the data active means response mostly above about 7.3%, no sharp cut-off; inactive means mostly below about 5.4%; further: actives read high; inactives centre near 0; some compounds called inactive have numbers as strong as hits; reference of the scale not given here
MITF act = MITF TRPM1 promoter activation in melanoma cells. SK-MEL-5 TRPM1-promoter luciferase, 24 h; % of positive control, neutral wells = 0. AID 588334. 0.75% of 300,000 active. activation, % at 12.5 µM;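 active means mean activation of at least 80% with every replicate also reaching 80%; inconclusive means mean reaches 80% but some replicate falls short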;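 further: 0% = neutral control wells and 100% = parthenolide positive control wells; values of inactives mirror those of a sister screen read the other way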
CAL PDZ FP-2 = blocks peptide binding to human CAL PDZ domain; purified CAL PDZ, TMR-peptide fluorescence polarization, 1 h; inhibition, % at 20 µM; Q9HD26; AID 504414; 0.02% of 330,000 active;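 active means highest replicate inhibition of at least 40%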;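 further: plate controls were DMSO neutral control wells for no effect and unlabeled competitor peptide control wells for full effect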
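System: tagged CAL PDZ domain. Schedule: 1 h room-temperature incubation prior to read. Signal: fluorescence polarization (mP). Measure: percent inhibition from loss of millipolarization.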
Wnt act = Wnt/beta-catenin pathway activation | 1.2% of 300,000 active | Wnt/beta-catenin reporter cell assay, activator, plate reader | AID 743398 | activation, % at 9.35 µM; in the data active means activation above about 30%, passing the limit was not always enough; inconclusive means no clear call, values can overlap the other calls;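 further: 0% = neutral control wells and 100% = positive control wells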
RTF Ca sens act = increases calcium sensitivity of human cardiac regulated thin filaments; P19429+P45379; IANBD-labeled TnC RTF fluorescence at EC20 calcium; 0% EC20 calcium, 100% full calcium; 0.24% of 340,000 active; activation, % at 7.2 µM; AID 493008;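 active means activation above the mean over all tested compounds plus 3 SD, cut at about 30% in these data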;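 further: rise in fluorescence read as greater calcium sensitivity of cardiac thin filaments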
Numbers without * were called inactive; ? = inconclusive; · = no result given.

CDK5 inh	Tat transport	CAL PDZ FP-1	dFosB act	Rtt109 Vps75	V-ATPase pH	MITF act	CAL PDZ FP-2	Wnt act	RTF Ca sens act	smiles
-0.5	-2	5	1	6	-4	-9	-1.1	0	1	CC1CC(C)CN(CCCNC(=O)C2CCN(S(=O)(=O)N3CCCCC3)CC2)C1 (stereo unspecified)
-0.6	3	-4	-12	-7	-2	-1	-0.1	-3	-3	Cc1cc(C)cc(N(CCC#N)C(=O)COC(=O)CCc2c[nH]c3ccccc23)c1
-0.7	4	1	2	20	5	0	-1.9	-3	-23	COc1ccc(NC(=O)CN(C)C(=O)c2ccc3[nH]c4c(c3c2)CC(C)CC4)cc1 (stereo unspecified)
0.4	7	-4	-9	9	4	-6	0.3	1	10	COC(=O)c1ccccc1NC(=S)NC(=O)COc1ccc(C(C)C)cc1
2.3	-3	·	-8	-1	-2	·	0.3	-1	-2	CCOC(=O)N1CCN(C(=O)c2ccccc2NC(=O)COc2ccccc2C)CC1
0.9	7	·	-2	-4	5	4	0.1	-2	-4	CCC(C)n1c(SCc2ccc([N+](=O)[O-])cc2)nc2ccsc2c1=O (stereo unspecified)
0.1	1	-7	-1	6	5	-8	-0.1	-2	-2	COCCCN(Cc1ccccn1)S(=O)(=O)Cc1ccccc1
0.9	-1	4	-2	14	-1	4	-0.4	0	-1	COc1ccc(C(=O)Nc2ncc(C)s2)cc1S(=O)(=O)N1CCCC1
1.4	-5	-3	-6	2	-2	7	2.0	-6	-2	Cc1nc(NS(=O)(=O)c2cccc([N+](=O)[O-])c2)sc1C(C)(C)C
-4.1	-5	-1	1	3	4	-7	-1.7	-1	1	COc1ccc(NC(=O)CN(C)C(=O)c2c(C)nn(-c3ccccc3)c2Cl)cc1
2.3	-11	6	4	-6	0	-2	-0.6	-4	-5	C=CCN1CCN(C(=O)c2ccc3c(c2)OCO3)CC1
-0.4	-5	-9	0	-9	-2	-1	-0.4	·	2	COc1ccc(-c2nn3c(=O)c(C)nnc3s2)cc1
0.3	3	-4	-1	-4	2	-3	·	1	4	CC(=O)Nc1ccc(S(=O)(=O)N(C)C2CCN(C)CC2)cc1
-2.2	-2	3	-5	10	1	2	0.4	-8	-2	COc1ccc(S(=O)(=O)N2CCCCC2C(=O)O)cc1OC (stereo unspecified)
-1.7	-5	-2	3	-1	0	0	0.4	0	0	NC(=O)NCC1CC1
1.1	0	-1	7	-7	1	7	-3.6	-2	-4	O=C(COc1ccc(Cl)cc1)Nc1c(-c2cccs2)nc2ccccn12
-1.6	22	-4	3	-7	3	0	0.0	0	-9	O=C1CCN(Cc2ccccc2)CCN1[C@H](COc1ccccc1)Cc1ccccc1
0.4	1	9	6	5	0	-4	-3.8	-4	-4	COc1ccc(NC(=O)N2CCCCCC2)cc1OC
-0.4	-8	·	1	-2	-3	·	0.5	-6	-3	CC(C)Oc1ccc(C(CC(=O)O)NC(=O)CSc2ncn[nH]2)cc1 (stereo unspecified)
-4.0	0	-2	0	19	0	-4	-1.9	29	3	COCCN1CCN(c2c(C)c(C)nc3cc(-c4cccc(OC)c4)nn23)CC1
0.1	1	-3	7	15	1	13	-1.5	-6	3	O=C(CCC1CCCCC1)NCCN1C2=NC[C@H](Cc3ccccc3)N2C[C@H]1Cc1ccc(O)cc1
0.5	2	0	7	-6	0	0	0.0	-13	0	CN1CCN(C(=O)CCc2ncc(C(F)(F)F)cc2Cl)CC1
-0.1	-2	-7	1	9	0	11	-0.2	-1	7	c1ccc(CCn2nnnc2C(c2cccnc2)N2CCOCC2)cc1 (stereo unspecified)
-3.1	19	·	-2	-7	1	2	-0.1	1	1	O=C(Nc1ccccc1C(=O)N1CCCCC1)c1cc(F)c(F)cc1Cl
-1.9	-6	-3	4	-3	-1	-3	-1.0	·	-1	COc1ccc(OC)c(/C=C(\NC(=O)c2ccccc2)C(=O)N/N=C/c2ccc(C)s2)c1
1.3	8	3	-9	7	0	7	-1.4	-1	4	Cc1cccc(S(=O)(=O)NCCC(=O)OCC(=O)Nc2ccc(C#N)cc2)c1
-1.9	0	-4	-9	-1	-12	-5	-1.3	·	0	N#CC1=C(Nc2ccccc2)SC=C(c2ccccc2)N=C1N1CCOCC1
-0.5	-1	-4	-6	?	-2	3	-4.3	5	-3	CC(C)(C)c1cc(C(=O)N/N=C/c2ccc(-c3ccccc3[N+](=O)[O-])o2)n[nH]1
2.9	12	6	-13	-4	0	-9	0.0	0	6	COc1ccc(NC2=C(C(C)=O)C(c3ccc(N(C)C)cc3)C(C(C)=O)C(C)(O)C2)cc1 (stereo unspecified)
0.8	4	·	-16	2	7	-1	-0.9	-3	-2	Cc1ccc(NC(=O)CN2CCC(Cc3ccccc3)CC2)cc1S(=O)(=O)N(C)C
1.0	-5	·	-11	-4	2	·	-0.9	0	-6	O=C1CC2C(CC(OC(=O)c3ccc(-c4ccccc4)cc3)C2CO)O1 (stereo unspecified)
-0.1	8	-2	-10	-4	-4	-15	-0.5	1	-4	CCc1ccc2[nH]c(C(=O)Nc3ccc(F)cc3Br)cc2c1
-4.1	3	-2	-5	3	4	8	-3.5	·	-3	Fc1ccc(C2=Nn3c(Cc4ccccc4)nnc3SC2)cc1
0.9	-9	-1	-3	0	0	-43	0.3	·	0	Cc1nn(Cc2c(Cl)cccc2Cl)c(Cl)c1/C=C/C(=O)OCC(=O)NCC(F)(F)F
-1.6	2	-6	-1	8	-6	7	-0.7	-2	0	O=S(=O)(N/N=C\c1cccnc1)c1ccccc1
0.4	1	-4	-1	-6	0	-81	-1.4	·	0	CC(Oc1cccc(Br)c1)C(=O)NNC(=O)c1ccccn1 (stereo unspecified)
6.6	-3	-3	2	23	2	?	-0.6	·	2	O=c1/c(=C/c2ccc(O)cc2)sc2n1CCCN=2
-1.4	3	·	1	3	10	·	-1.1	-1	-4	CC(CCc1ccccc1)NCc1cccc2ccccc12 (stereo unspecified)
-1.4	4	-2	-2	10	6	0	-3.2	·	-5	COC(=O)c1ccc(C)c(NC(=O)CCSc2ccc(Cl)cc2)c1
-0.4	3	2	7	-3	-4	-6	2.7	3	-1	CN(C)c1ccc(/C=N/NC(=O)c2cc(-c3ccc4c(c3)OCO4)n[nH]2)cc1

Compounds shown so far that have a tert-butyl group (two):
CDK5 inh	Tat transport	CAL PDZ FP-1	dFosB act	Rtt109 Vps75	V-ATPase pH	MITF act	CAL PDZ FP-2	Wnt act	RTF Ca sens act	smiles
1.4	-5	-3	-6	2	-2	7	2.0	-6	-2	Cc1nc(NS(=O)(=O)c2cccc([N+](=O)[O-])c2)sc1C(C)(C)C
-0.5	-1	-4	-6	?	-2	3	-4.3	5	-3	CC(C)(C)c1cc(C(=O)N/N=C/c2ccc(-c3ccccc3[N+](=O)[O-])o2)n[nH]1

Remaining list, next part:
CDK5 inh	Tat transport	CAL PDZ FP-1	dFosB act	Rtt109 Vps75	V-ATPase pH	MITF act	CAL PDZ FP-2	Wnt act	RTF Ca sens act	smiles
-1.6	9	-1	-6	-14	0	-8	0.4	-1	2	COc1cc(C2OCC3C(c4cc(OC)c(OC)c(OC)c4)OCC23)cc(OC)c1OC (stereo unspecified)
-0.1	3	-2	2	-1	-1	·	0.4	·	3	O=C1NCC(COCC2CC=CCC2)O1 (stereo unspecified)
-2.0	-1	4	-4	-8	4	22	-0.2	7	-2	O=C(O)c1ccc(CSc2nnc(COc3ccc(Cl)cc3Cl)o2)cc1
2.0	4	-1	-3	0	8	-2	-1.8	·	-11	COc1ccc(C2C(C(=O)Nc3ccccc3OC)=C(C)Nc3nnnn32)c(OC)c1 (stereo unspecified)
2.3	0	-10	-7	0	1	3	-0.3	0	11	NC(=O)CC(NC(=O)c1cccc(Br)c1)c1ccc(NC2CCCCCCC2)c([N+](=O)[O-])c1 (stereo unspecified)
-0.2	2	-24	0	-4	2	-5	-0.5	-5	-5	COc1ccc(C(=O)NC2CCCCCC2)cc1S(=O)(=O)N1CCOCC1
-4.2	6	-4	-1	-4	6	-9	0.3	0	-1	COc1ccc(N(C(=O)c2ccco2)C(C(=O)NC2CCCCC2)c2ccccc2)cc1 (stereo unspecified)
-0.9	2	1	1	5	-1	2	-1.0	0	1	CC1(c2ccccc2)NC(=O)N(CC(=O)Nc2ccccc2C(=O)N2CCCCC2)C1=O (stereo unspecified)
0.5	-4	0	-3	0	-2	1	-1.1	-4	3	COc1ccccc1N1CCN(C(=O)CN(c2cc(C)cc(C)c2)S(C)(=O)=O)CC1
2.7	0	-6	-1	-14	3	4	-0.6	2	-5	NCCSC1CC(=O)N(Cc2ccc(F)cc2)C1=O (stereo unspecified)
1.5	3	-3	1	3	-2	10	-0.4	-1	-3	Cc1cc(=O)oc(C)c1C(=O)NCCN1CCOCC1
0.7	0	1	-1	3	2	·	0.1	6	-4	O=C(/C=C\Nc1ccccn1)c1ccccc1
-1.0	0	3	-10	4	-2	2	-0.6	-1	1	O=C(NCc1ccco1)c1cccc2c1C(=O)N(C1CCCCC1)C2
1.8	-4	-3	0	4	2	2	-1.1	0	5	Cc1ccc(NC2=C(Cl)C(=O)OC2OC(=O)c2ccccc2)c(C)c1 (stereo unspecified)
0.3	0	-2	-6	-1	-4	-15	-1.1	·	-4	CCN(CC)S(=O)(=O)c1ccc2oc(C(=O)Nc3ccc(OC)cc3OC)c(C)c2c1
-0.9	-1	-2	-2	3	-2	2	0.5	0	0	O=C(N/N=C/c1ccco1)C12CC3CC(CC(C3)C1)C2
-0.6	-5	-1	-20	-8	7	18	-1.4	11	2	Cc1ccc(C(=O)O)cc1NC(=S)NC(=O)c1ccc(-c2ccccc2)cc1
-1.3	-5	79*	-3	6	4	·	·	-3	-1	Cc1cccc(NC(=O)/C(=C\c2ccco2)NC(=O)c2ccccc2)c1
0.7	4	-1	1	-2	-3	-9	-1.7	·	3	COc1cc(C)nc(N(C)S(=O)(=O)c2ccccc2Cl)n1
0.0	1	-6	-3	-3	1	-5	-1.1	·	-2	Cc1ccc(CCNC(=O)CN2C(=O)COc3ccccc32)cc1
-1.1	4	-3	-1	16	-1	·	-1.5	-3	-1	Cc1ccccc1N(CC(=O)N/N=C/c1ccc(Cl)cc1)C(=O)c1ccccc1
-0.5	-6	-1	-4	-3	0	3	-1.0	·	0	O=C(c1ccccc1)c1ccc(OCC(O)CN2CCOCC2)cc1 (stereo unspecified)
1.5	-1	-2	1	3	-1	14	-1.6	-1	6	CC1CCN(S(=O)(=O)c2ccc(C(=O)N(C)C3CCS(=O)(=O)C3)cc2)CC1 (stereo unspecified)
-3.7	-3	·	-9	-7	4	4	-0.9	-1	2	O=C(Cn1cc2c(n1)CCCC2)NCc1ccccn1
-3.8	15	-2	-5	4	-1	1	0.4	1	-4	CN(C)S(=O)(=O)c1ccc(C(=O)NCc2ccccn2)cc1
-0.2	-1	-3	-1	-13	-1	-3	-0.6	·	-7	CCCCOC(=O)C1[C@H]2C(=O)N(c3ccccc3CC)C[C@]23C=C[C@H]1O3 (stereo partly specified)
-1.4	4	-3	-12	-6	-3	0	-3.4	-2	4	O=C1c2cccc3cccc(c23)N1Cc1cccc(F)c1
